# Jurkat NFkB inh = inhibitors of induced NF-kB luciferase reporter, primary screen, TCR NF-kB activation inhibitor project, cell-based, luminescence, uHTS; hit rate 0.53% among 330,000; AID 435003, 2010; Jurkat, PMA/ionomycin-induced NF-kB luciferase reporter; inhibition, % at 4 µM; in the data active = inhibition above about 50%
# UPR XBP1 act = activators of adaptive XBP1 UPR arm, primary screen, cell-based, CHO-XBP1 luciferase reporter, luminescence, uHTS; hit rate 0.33% among 330,000; IRE1-XBP1 UPR activation; percent of tunicamycin response, DMSO as zero; AID 463104, 2010; activation, % at 20 µM;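 active = versus positive control, 20 µM dose yields 30% or more activation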;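 also: 100% = tunicamycin at 10 µg/mL and 0% = DMSO only wells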
#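 Assay system: CHO-XBP1 luciferase reporter cells; Schedule: 6 h treatment, 37 °C; Detection: glow luminescence from Steady-Glo reagent; Benchmarks: high control tunicamycin 10 µg/mL final, low control DMSO vehicle only.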
# EBI2 antag = EBI2 receptor antagonists, beta-arrestin recruitment, primary screen, cell-based, luminescence, 7a,25-OHC stimulation, uHTS; inhibition, % at 5 µM; hit rate 0.81% among 360,000; 7a,25-OHC stimulated; G-protein coupled receptor 183 (Homo sapiens), P32249; in the data active = inhibition above about 38%;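 also: enzyme fragment complementation signal reports receptor beta-arrestin coupling in cells; 0% = agonist plus DMSO wells and 100% = wells without agonist; some results beyond the cut were filed as inactive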
# 697 NFkB inh = inhibitors of PMA/ionomycin-induced NF-kB reporter, 697 cells, primary screen, B-cell NF-kB inhibitor project, cell-based, luminescence, uHTS; 697 B-cell NF-kB luciferase reporter, 16 h; inhibition, % at 4 µM; hit rate 0.33% among 330,000; in the data active = inhibition above about 35%
# Mdm2 MdmX PPI = inhibitors of human Mdm2-MdmX association, primary screen, cell-based, luminescence, split luciferase, SaOS-2, uHTS; Protein Mdm4 (Homo sapiens) + E3 ubiquitin-protein ligase Mdm2 (Homo sapiens), …; SaOS-2 split-luciferase Mdm2/MdmX complementation; inhibition, % at 8 µM; hit rate 3% among 330,000;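 active = inhibition of at least 50% at 8 µM in the primary screen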
# Target sequence (O15151 whole entry, looked up): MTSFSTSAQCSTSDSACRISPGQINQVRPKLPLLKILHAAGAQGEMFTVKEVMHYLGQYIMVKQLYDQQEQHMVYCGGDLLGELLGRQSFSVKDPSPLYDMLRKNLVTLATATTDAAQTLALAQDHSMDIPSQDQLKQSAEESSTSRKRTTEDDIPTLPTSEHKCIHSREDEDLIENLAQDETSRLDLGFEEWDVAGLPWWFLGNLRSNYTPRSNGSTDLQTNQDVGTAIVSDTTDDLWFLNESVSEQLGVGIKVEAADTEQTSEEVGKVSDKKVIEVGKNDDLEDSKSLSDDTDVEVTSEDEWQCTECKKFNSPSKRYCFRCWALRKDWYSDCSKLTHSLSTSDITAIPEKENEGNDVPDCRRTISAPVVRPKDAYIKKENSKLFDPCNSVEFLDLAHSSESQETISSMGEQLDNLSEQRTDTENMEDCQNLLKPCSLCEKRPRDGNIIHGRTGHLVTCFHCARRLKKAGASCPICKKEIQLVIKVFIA
# Target sequence (Q00987 whole entry, looked up): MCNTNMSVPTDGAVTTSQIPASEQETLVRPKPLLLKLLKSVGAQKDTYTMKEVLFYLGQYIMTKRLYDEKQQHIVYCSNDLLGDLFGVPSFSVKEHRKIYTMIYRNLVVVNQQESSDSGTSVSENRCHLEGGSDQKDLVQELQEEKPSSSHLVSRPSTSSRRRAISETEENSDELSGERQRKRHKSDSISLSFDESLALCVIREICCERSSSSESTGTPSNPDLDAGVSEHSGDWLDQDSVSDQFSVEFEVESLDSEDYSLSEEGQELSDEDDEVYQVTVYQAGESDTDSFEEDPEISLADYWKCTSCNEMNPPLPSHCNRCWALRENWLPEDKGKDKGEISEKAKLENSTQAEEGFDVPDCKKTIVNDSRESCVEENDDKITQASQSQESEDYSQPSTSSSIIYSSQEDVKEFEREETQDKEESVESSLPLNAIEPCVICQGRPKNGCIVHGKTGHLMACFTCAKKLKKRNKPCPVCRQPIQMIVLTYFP
# CXCR6 block = CXCR6 receptor inhibitors, primary screen, cell-based, beta-arrestin, luminescence, CHO-K1 PathHunter, 1536-well; inhibition, % at 20 µM; AID 602244, 2012; hit rate 0.36% among 360,000; C-X-C chemokine receptor type 6 (Homo sapiens), O00574; in the data active = inhibition above about 34%, passing the limit was not always enough;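 also: antagonist mode with CXCL16 agonist at 10 nM final; 0% = 10 nM CXCL16 with DMSO and 100% = unstimulated wells without agonist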
# CCR6 antagonist = CCR6 receptor antagonists, primary screen, cell-based, CHO-K1, luminescence, beta-arrestin, uHTS; AID 493098, 2011; CHO-K1 CCR6 PathHunter beta-arrestin, CCL20-stimulated; hit rate 0.49% among 340,000; inhibition, % at 20 µM;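 active = compounds whose inhibition of the agonist-driven luminescence signal at 20 µM reaches about 50%, limit read from the data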;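 also: cells stimulated with CCL20 at 14 nM final; plate controls were DMSO with CCL20 for no effect and DMSO without agonist for full effect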
# Gli-Sufu antag = Gli-Sufu pathway antagonists, primary screen, luciferase luminescence, Sufu-KO-LIGHT cells, uHTS | Sufu-KO-LIGHT fibroblasts, Gli luciferase reporter luminescence | AID 588413, 2011 | inhibition, % at 5 µM | hit rate 0.74% among 340,000;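 active = inhibition above about 55%, limit read from the data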;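 also: 0% = DMSO-treated cells and 100% = wells with medium but no cells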
# CHOP UPR activ = activators of apoptotic CHOP UPR arm, primary screen, cell-based, CHO-CHOP luciferase reporter, luminescence, uHTS. UPR activation; percent of tunicamycin response over DMSO baseline. activation, % at 10 µM. hit rate 0.34% among 330,000. AID 449763, 2010;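 active = at 10 µM dose, activation of 40% or more, normalized to positive control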;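 also: 100% = tunicamycin at 10 µg/mL and 0% = DMSO alone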
#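 System: CHO-CHOP luciferase reporter cell line | Buffer or medium: F12 medium containing 10% fetal bovine serum | Doses: One dose, 10 µM in 0.5% DMSO | Times: 6 h compound exposure at 37 °C after overnight seeding | Signal: Luciferase luminescence | Read-out: % activation vs tunicamycin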
# Active calls of the source: *; x = no result given.
SMILES,Jurkat NFkB inh,UPR XBP1 act,EBI2 antag,697 NFkB inh,Mdm2 MdmX PPI,CXCR6 block,CCR6 antagonist,Gli-Sufu antag,CHOP UPR activ
CNC(=O)Nc1cc(C(C)(C)C)no1,6,-1,-11,1,13,-4,10,6,-0.5
CCn1c(C)c(C(C)=O)c(N2CCN(c3ccc(F)cc3)CC2)nc1=S,0,-2,2,-19,3,3,9,19,1.1
Cc1ccc(-n2nnnc2CCl)cc1,x,x,-5,x,x,-2,-5,2,x
CC1CSC(N(C(=O)c2ccc(S(C)(=O)=O)cc2)c2ccc(Cl)cc2)=N1 (configuration not stated),0,-1,2,-7,33,-2,2,1,2.9
COc1cc(/C=C/C(=O)OCC(=O)Nc2ccc(S(=O)(=O)N3CCCC3)cc2)ccc1O,-3,-2,-16,-33,-1,-5,12,-13,-0.3
CCOc1ccc(NC(=O)CN(C)C(=O)Cc2ccsc2)cc1OCC,-8,-2,-5,8,15,-3,4,-12,0.3
CC(C)Sc1nc2c([nH]1)c(=N)ncn2Cc1ccccc1,17,-2,15,4,18,-2,8,1,0.2
COc1ccc2[nH]c3c(=O)n(CCCC(=O)NC4CCC(C)CC4)c(=S)[nH]c3c2c1 (configuration not stated),-6,-3,-10,13,23,4,6,-7,0.1
CC(=O)Nc1c(Cl)c(Cl)c2c(c1Cl)Cc1cc(Cl)ccc1-2,x,x,-7,x,x,-20,-4,-1,x
CCOC(=O)C1=C(O)C(Nc2nccs2)(C(F)(F)F)N=C1C (configuration not stated),2,1,-21,13,14,-6,3,12,-0.9

# Quoted at random: 6 compounds from above
SMILES,Jurkat NFkB inh,UPR XBP1 act,EBI2 antag,697 NFkB inh,Mdm2 MdmX PPI,CXCR6 block,CCR6 antagonist,Gli-Sufu antag,CHOP UPR activ
CNC(=O)Nc1cc(C(C)(C)C)no1,6,-1,-11,1,13,-4,10,6,-0.5
CC1CSC(N(C(=O)c2ccc(S(C)(=O)=O)cc2)c2ccc(Cl)cc2)=N1 (configuration not stated),0,-1,2,-7,33,-2,2,1,2.9
Cc1ccc(-n2nnnc2CCl)cc1,x,x,-5,x,x,-2,-5,2,x
CC(C)Sc1nc2c([nH]1)c(=N)ncn2Cc1ccccc1,17,-2,15,4,18,-2,8,1,0.2
CCOC(=O)C1=C(O)C(Nc2nccs2)(C(F)(F)F)N=C1C (configuration not stated),2,1,-21,13,14,-6,3,12,-0.9
CCOc1ccc(NC(=O)CN(C)C(=O)Cc2ccsc2)cc1OCC,-8,-2,-5,8,15,-3,4,-12,0.3

# Next section
SMILES,Jurkat NFkB inh,UPR XBP1 act,EBI2 antag,697 NFkB inh,Mdm2 MdmX PPI,CXCR6 block,CCR6 antagonist,Gli-Sufu antag,CHOP UPR activ
O=C1CCC(=O)N1c1ccccc1OS(=O)(=O)c1ccccc1,15,0,-3,21,0,3,11,3,-1.0
CC(C)c1ccc(N2C(=O)CC(Sc3ncn[nH]3)C2=O)cc1 (configuration not stated),0,0,-17,16,14,-3,0,-4,1.6
O=C(Nc1ccc(C(=O)N2CCCCC2)cc1)C1CCCC1,x,x,-4,x,x,-13,7,-1,x
O=C(CN1C(=O)NC2(CCCCC2)C1=O)NCCc1ccc(Cl)cc1Cl,2,-4,2,1,22,1,15,0,-0.8
OC1c2cc(Br)ccc2N=C2CCCN21 (configuration not stated),-7,-4,-5,-14,14,7,-3,-4,-0.1
O=C(Cc1ccsc1)N1CCN(S(=O)(=O)c2ccccc2F)CC1,2,-3,-14,11,-2,4,8,1,0.7
CCc1ccc(C(C)NC(=S)NC2CCCCC2)cc1 (configuration not stated),1,-3,4,-8,21,-4,23,14,1.2
CC(OC(=O)c1cc(=O)[nH]c2ccccc12)C(=O)NC1CCCC1 (configuration not stated),0,-2,-6,12,13,-9,-17,-12,-2.7
O=C(CN1CCCCCC1=O)OCc1ncc(-c2ccccc2)o1,-11,-1,-15,-5,8,2,3,1,0.2
O=C1CCCC(O)=C1N=Nc1ccc(Cl)c(Cl)c1,5,3,14,11,21,7,34,-3,-1.4
CN1CCC(N(C)S(=O)(=O)c2ccc(NC(=O)COc3ccc(Br)cc3Cl)cc2)CC1,1,1,-6,-23,63*,-8,12,19,2.8
CCC(=O)N1CCc2cc(S(=O)(=O)N3CCCCC3CC)ccc21 (configuration not stated),8,-6,-6,-31,18,0,11,-5,-0.4
CC(C)C[C@@H](COc1ccccc1)N1CCN(CCc2ccccc2)CCC1=O,7,0,6,1,11,11,13,11,-0.4
CCC(C)(C)NC(=O)C(c1ccncc1)N(Cc1cccs1)C(=O)Cn1nnc2ccccc21 (configuration not stated),-17,2,-6,-3,16,-8,-20,-19,-0.4
Cc1ccc(O)c(CC(C)C)n1,-16,-5,5,-4,-11,4,-5,9,-0.3
CCCc1oc(C(=O)O)cc1CN1CCOCC1,-2,1,-1,8,19,-2,0,-8,0.9
O=c1[nH]c(-c2cccnc2)nc2sc(-c3ccccc3)cc12,39,10,2,-67,35,-16,-20,-46,4.0
COC(=O)c1cccc(NC(=O)Nc2ccccc2OC)c1,-21,1,5,-8,-8,4,3,-22,6.1
CCOC(=O)N1CCC(N(CCCOC)C(=O)Nc2cccc(OC)c2)CC1,14,-2,-3,22,3,4,3,-13,-2.1
CCOC(=O)c1nc2ccccc2nc1C,12,1,6,12,-1,6,0,35,2.5
COC(=O)C1=C(NC(=O)c2ccc(C)cc2)CCS1,-8,3,-4,-4,6,8,-6,-9,-1.4
COc1cc2cnc(CCO[C@H]3CCCCO3)cc2cc1OC,-2,1,-7,-13,-32,-1,8,2,0.6
CCC(=O)Nc1ccc(C(=O)NCc2ccccn2)cc1,-2,-3,-12,-2,7,8,24,-3,-0.1
O=C(CSc1nc(=O)n2ccccc2n1)Nc1ccc2c(c1)OCCO2,-5,0,-2,5,26,-8,-5,1,0.9
COc1ccc(NC(=O)c2cc(C)no2)cc1OC,-9,-6,-3,5,5,-2,-4,-19,-1.6
CC(=O)Nc1ccc(C)cc1NC(C)=O,-7,5,-11,4,4,-3,2,9,1.0
Cc1ccc(NC(=O)CN(CCc2ccccc2)S(C)(=O)=O)cc1,-8,-5,-2,-10,2,1,-2,24,0.1
Cc1c(C)n(C)c2ccc(C(=O)NCCCN3CCN(C)CC3)cc12,1,0,4,3,21,5,10,6,2.7
O=C1CSc2ccc(S(=O)(=O)N3CCN(c4ccccc4)CC3)cc2N1,-8,-5,2,-38,26,-8,2,7,0.0
O=C(COC(=O)c1cc(Cl)nc(Cl)c1)NCCc1ccc(F)cc1,8,1,-9,10,-15,0,-1,-1,-2.0
O=C(Nc1ccccc1)c1ccc(-c2ccccc2)s1,-194,3,-2,9,-29,-7,-5,-25,4.0
CN(C)c1cccc(N(C)C)c1CNC(=O)C(C)(C)C,10,-3,3,8,18,6,-1,-1,1.2
O=C(Cc1ccc(Cl)cc1)Nc1ccc(NC(=O)c2ccccc2)cc1,-22,-2,-13,-1,2,6,8,1,3.9
CSc1ccc(S(=O)(=O)N2CCCC2)cc1,16,-1,-1,18,17,14,-5,9,-0.9
COc1ccc(CCNC(=O)COC(=O)Cn2cnc3c2c(=O)n(C)c(=O)n3C)cc1,-8,-1,-6,17,-12,-1,-13,-11,-1.0
CC1CCC(NC(=O)c2cc(S(=O)(=O)N3CCCCC3)c[nH]2)CC1 (configuration not stated),8,0,-9,-4,27,-12,7,9,0.2
O=C(O)c1cc2c(cc1NC(=O)c1c(F)cccc1F)OCCCO2,3,-4,3,6,5,1,10,-19,-1.2
C/C(Cn1nnc([N+](=O)[O-])n1)=N\NC(=O)c1ccc(O)cc1O,-1,1,-13,-16,3,-20,-38,-4,-0.8
COc1cccc(C(O)Cc2nc3ccccc3n2C)c1OC (configuration not stated),-12,6,-4,-11,-41,-24,1,-6,1.9
Cc1cccc(-c2cc3nc(C)cc(NCCCN(C)C)n3n2)c1,-35,0,-11,10,65*,-3,-1,10,-1.4
CC(=O)N(CC(=O)N(CC(=O)O)c1ccc(Cl)cc1)c1ccc(Cl)cc1,x,x,1,x,x,4,7,0,x
CCOc1cc(/C=C/C(=O)c2ccc(O)cc2)ccc1OCC(=O)N(C)C,4,-3,-15,6,50,-2,19,8,-1.3
CC1=CC(C)(C)N2C(=O)C3(C(C#N)=C(N)OC4=C3C(=O)CC(C)(C)C4)c3cc(C)cc1c32 (configuration not stated),10,1,-8,13,19,3,-12,0,-1.6
CCCc1cc(=O)[nH]c(SCC(=O)N2CCC(C)CC2)n1,13,-2,-2,19,-2,3,12,4,0.0
CCCCC(=O)Nc1ccc(C(=O)NNC(=O)CCc2ccccc2)cc1,-33,-4,6,14,-27,-1,-5,-2,-0.3
N#Cc1ccc(COC(=O)CSc2nnc(N)s2)cc1,6,0,-12,-11,11,7,9,-3,-1.6
CSCCC(NC(=O)c1ccco1)C(=O)NCc1ccc(F)cc1 (configuration not stated),-5,-2,-3,20,16,-2,-1,4,-3.3
N=C1C(c2nc3ccccc3s2)=C(O)CN1c1ccccc1,8,4,-14,-82,0,1,-10,-12,8.9
Nc1nc(N)nc(Cc2ccccc2O)n1,5,0,-5,1,13,0,5,-12,-0.6

# A stretch taken from the entries so far, for reference:
SMILES,Jurkat NFkB inh,UPR XBP1 act,EBI2 antag,697 NFkB inh,Mdm2 MdmX PPI,CXCR6 block,CCR6 antagonist,Gli-Sufu antag,CHOP UPR activ
CC1=CC(C)(C)N2C(=O)C3(C(C#N)=C(N)OC4=C3C(=O)CC(C)(C)C4)c3cc(C)cc1c32 (configuration not stated),10,1,-8,13,19,3,-12,0,-1.6
CCCc1cc(=O)[nH]c(SCC(=O)N2CCC(C)CC2)n1,13,-2,-2,19,-2,3,12,4,0.0
CCCCC(=O)Nc1ccc(C(=O)NNC(=O)CCc2ccccc2)cc1,-33,-4,6,14,-27,-1,-5,-2,-0.3
N#Cc1ccc(COC(=O)CSc2nnc(N)s2)cc1,6,0,-12,-11,11,7,9,-3,-1.6
CSCCC(NC(=O)c1ccco1)C(=O)NCc1ccc(F)cc1 (configuration not stated),-5,-2,-3,20,16,-2,-1,4,-3.3
N=C1C(c2nc3ccccc3s2)=C(O)CN1c1ccccc1,8,4,-14,-82,0,1,-10,-12,8.9

# This is a random part of the collection; overall some 5% were active at least once.
